Autophagy HCS: autophagy modulators in MEF cells, primary screen, imaging, high-content, MEF GFP-LC3; calls only at 10 µM (by protocol); MEF GFP-LC3 puncta imaging; test concentration mostly 10 µM; AID 463193, 2010; actives 0.98% (n = 190,000);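 active = percentage of spot-positive cells more than 3 SD above its plate mean, without a fluorescence outlier flag or 80% toxicity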;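 also: spot-positive cell cutoff set from DMSO-treated cells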
K1F lysis inhibition: inhibition of K1F phage lysis, E. coli UTI89, bacterial capsule biogenesis inhibitors, alamar blue (AID 488966); E. coli UTI89 K1F phage lysis, alamar blue, 2 h; higher % means a stronger effect; inhibition, % at 100 µM, or IC50 in µM where a hit was titrated; actives 0.02% (n = 340,000);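 active = phage lysis inhibition, versus mean bacterial control, above a set limit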;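 also: capsule biogenesis inhibitors block K1F phage lysis so surviving cells raise fluorescence; higher fluorescence means more inhibition of phage lysis; actives were called in the ten point dose series up to 300 µM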
Ins promoter up: insulin promoter activators in MIN6 cells, imaging, high-content screening, mouse beta cells; MIN6 insulin promoter-GFP reporter; active compounds read high; z-score at 5 µM; actives 0.3% (n = 190,000); AID 1625, 2009;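 active = z-score above 3 at 5 µM with at least 500 cells counted in the well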
ER stress rescue: rescue of cells from ER stress-induced death, primary screen, 384-well, CSM14.1, thapsigargin, ATP luminescence (AID 1222); CSM14.1 thapsigargin-induced death rescue, ATP luminescence; higher % means a stronger effect; cellular ATP content (survival), % at 20 µM, or EC50 in µM where a hit was titrated; 190,000 tested, under 10 active;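 active = EC50 below 50 µM in the dose-response confirmation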;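 also: death triggered by thapsigargin at about 15 µM added after 2 h compound pretreatment; cell ATP read after overnight thapsigargin exposure of roughly 18 to 22 hours; normalized against plate controls of thapsigargin alone and 5% DMSO vehicle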
Dynein transport: inhibitors of GR-EGFP nuclear translocation, primary screen, dynein cargo transport inhibitor project, imaging, high-content, 3617.4 mouse cells; test concentration mostly 20 µM; stimulated with dexamethasone, 1 µM; active compounds read low; z-score, hits read low; actives 0.47% (n = 220,000);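 active = plate z-score of nuclear minus cytoplasmic receptor signal below a set negative limit, without overly bright fluorescence or cell loss, cut at about -3.5 in these data, passing the limit was not always enough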;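 also: z-score of nuclear minus cytoplasmic ring GR-EGFP intensity difference per well; some compounds called inactive have numbers as strong as hits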
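Buffer or medium: tetracycline-free induction medium containing charcoal-stripped FBS / Reagent: dexamethasone agonist, 1.0 µM final, for 30 min / Technique: automated 10x imaging of fixed Hoechst-stained cells / Times: induction 48 h, compound 1 h, agonist 30 min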
MT stabilizer: microtubule stabilizers in HeLa cells, primary screen, imaging, high-content imaging; actives 0.83% (n = 200,000); % tubulin-high responders, % at 10 µM; AID 2205, 2009; HeLa tubulin immunostaining HCS, 24 h; share of cells brighter than vehicle mean+2SD;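 active = plate Z-score above 3 for both tubulin-high and condensed-nucleus cell shares, with cell loss under 80%, at 10 µM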;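 also: anti alpha tubulin signal scored within the nucleus-defined area of each cell; some results filed as inactive read as strong as hits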
M1AAP inhibition: P. falciparum M1AAP inhibitors, biochemical, fluorogenic H-Leu-NHMec substrate, 1536-well (AID 1445); recombinant M1AAP, H-Leu-NHMec fluorogenic kinetic assay; higher % means a stronger effect; one-dose inhibition, % at 30 µM; IC50 in µM for titrated hits; actives 0.42% (n = 220,000);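 active = primary inhibition above the hit cutoff, then over 50% inhibition at one or more dose response concentrations, cut at about 23% in these data, passing the limit was not always enough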;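 also: plate controls were DMSO full reaction for no effect and no enzyme background for full effect; strong numbers were not always called active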
M17LAP inhibition: P. falciparum M17LAP inhibitors, primary screen, biochemical, fluorogenic H-Leu-NHMec substrate, 1536-well (AID 1619); Leucine aminopeptidase (Plasmodium falciparum (isolate 3D7)); recombinant M17LAP, H-Leu-NHMec fluorogenic kinetic assay; higher % means a stronger effect; inhibition, % at 30 µM, or IC50 in µM where a hit was titrated; actives 0.38% (n = 220,000);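 active = compound inhibiting the enzyme by more than half at any dose during confirmatory dose-response retesting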;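 also: plate controls were full reaction with DMSO carrier for no effect and no enzyme background for full effect; strong numbers were not always called active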
b-catenin transl: modulators of beta-catenin nuclear translocation, primary screen, imaging, HeLa cells, immunofluorescence, high-content; AID 1665, 2009; nuclear translocation activity, % at 5 µM; actives 0.3% (n = 190,000);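 active = nuclear translocation activity above 50% at 5 µM, with a well cell count of 50 or more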;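 also: per-cell ratio of nuclear to cytoplasmic median beta-catenin stain intensity; plate controls were DMSO negative control for no effect and GSK-3 inhibitor IX positive control for full effect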
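Signal – beta-catenin immunofluorescence imaging with DAPI · Test system – human HeLa cell line · Dosing – 5 µM primary single dose, 0.1% DMSO, 0.02–20 µM confirmation series · Measure – % activation, nuclear-to-cytoplasmic median beta-catenin signal ratio per cell · Incubation – 24 h compound exposure at 37°C, 5% CO2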
Dynein transport cytoplasmic EGFP: second read-out of Dynein transport, no call of its own (marks repeat the call); z-score; measured here: cytoplasmic GR-EGFP intensity; active compounds read high
Dynein transport nuclear GR-EGFP: second read-out of Dynein transport, no call of its own (marks repeat the call); z-score; measured here: nuclear GR-EGFP intensity;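 lower value marks the stronger effect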
Dynein transport cell count: second read-out of Dynein transport, no call of its own (marks repeat the call); z-score; measured here: cell count per field
Ins promoter up cell count: recorded beside Ins promoter up, whose call it bears; cell count; measured here: cytotoxicity, nuclei count;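 total cells summed across four imaged fields per well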
b-catenin transl cell count 5 µM: second read-out of b-catenin transl, no call of its own (marks repeat the call); cell count; measured here: cell count, cytotoxicity flag
MT stabilizer Hoechst-high %: recorded beside MT stabilizer, whose call it bears; % Hoechst-high responders; measured here: nuclear condensation Hoechst responders;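 share of cells brighter than vehicle mean plus two SD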
MT stabilizer cytotoxicity %: also measured in MT stabilizer; calls as there; toxicity, %; measured here: cytotoxicity by cell density;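 0% = mean cell density of plate MIN control wells and 100% = no cells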
Autophagy HCS cell loss 18 h: also measured in Autophagy HCS; calls as there; toxicity, %; measured here: cell loss, nuclei count;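 cell loss after 18 h compound exposure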
An asterisk follows results filed as active; i = inactive; . = not tested or not shown; [ ] = another dose, or the depositor's remark.

The line under a structure holds: Autophagy HCS | Autophagy HCS cell loss 18 h | K1F lysis inhibition | Ins promoter up | Ins promoter up cell count | ER stress rescue | Dynein transport | Dynein transport cytoplasmic EGFP | Dynein transport nuclear GR-EGFP | Dynein transport cell count | MT stabilizer | MT stabilizer Hoechst-high % | MT stabilizer cytotoxicity % | M1AAP inhibition | M17LAP inhibition | b-catenin transl | b-catenin transl cell count 5 µM
- Cc1ccc(OCC(=O)Nc2ccc(N3CCN(S(C)(=O)=O)CC3)cc2)cc1C
  i | -4 | 0.4% | -0.01 | 1554 | -1.1% | 1 | -0.26 | 0.81 | -0.91 | 2.8 | 1.7 | 7.4 | -9% | -1% | -0.5 | 1042
- CCCN(Cc1cc2ccccc2[nH]c1=O)C(=O)c1cccc([N+](=O)[O-])c1
  . | . | 0.4% | -0.11 | 1058 | . | -0.54 | -0.22 | -0.31 | 0.88 | . | . | . | 0% | -5% | 0.8 | 1296
- Cc1cccc(OC2CCN(Cc3c(C(=O)N4CCCC4)nc4ccccn34)CC2)c1
  i | -3 | 0.2% | . | . | 3.1% | 0.86 | -0.043 | 0.72 | -2.1 | 1.4 | 1.7 | 3.2 | 3% | 2% | 0.9 | 954
- COc1cccc(CNCC(O)(c2ccc(Cl)cc2)c2ccc(Cl)cc2)c1
  i | -27 | -0.3% | -0.06 | 1108 | -1.1% | -0.33 | -0.21 | 0.5 | -0.3 | 1.1 | 1.3 | 3.2 | 6% | 8% | -0.3 | 1367
- CCOc1ccccc1/C=N/NC(=O)CNC(=O)c1ccc(S(=O)(=O)N2CCOCC2)cc1
  i | -5 | 2.6%[50 µM] | 0.01 | 1215 | -2.1% | -0.3 | -0.23 | -0.053 | 0.31 | 2.4 | 2.0 | 3.9 | 3% | -4% | -1.7 | 484
- CCOC(=O)CSc1nnc(Cn2c(=O)sc3ccccc32)n1C
  . | . | 4.4% | . | . | . | -0.28 | -0.15 | 0.12 | 0.19 | 5.2 | 1.5 | 5.8 | 10% | 18% | -2.0 | 1130
- Cc1ccc(C2C(C#N)=C(N)N(N(C)C)C3=C2C(=O)CCC3)cc1 (stereo unspecified)
  i | 5 | 3.2%[50 µM] | -0.64 | 1458 | -0.3% | -0.088 | 0.025 | 0.12 | -0.09 | 2.6 | 3.3 | 2.6 | 7% | 22% | . | .
- Cn1cnc2cc(OC(=O)c3ccccc3)ccc21
  i | -3 | 1.6% | -0.56 | 1022 | -2.3% | 2.8 | 0.044 | 1.3 | -0.94 | 2.1 | 1.4 | 5.1 | -4% | -6% | -2.9 | 1211
- COc1ccc(NC(=S)N(C)CC2COc3ccccc3O2)cc1 (stereo unspecified)
  i | -4 | -0.4% | -0.91 | 1088 | 7.0% | -1.3 | -0.33 | -0.78 | 1.2 | 2.7 | 1.5 | 7.3 | 11% | -5% | 3.7 | 1067
- COc1ncnc2c1N[C@@](C)(O)c1c(F)c(F)c(F)c(F)c1S2
  i | 0 | 0.3% | 0.11 | 754 | 3.3% | -0.34 | -0.19 | -0.37 | 0.55 | 1.5 | 1.6 | 3.9 | 5% | 2% | 4.2 | 1023
- CN1CCN(NC(=O)c2cccc(Br)c2)CC1
  i | 3 | -0.1% | 0.19 | 1258 | -1.0% | 0.64 | -0.24 | 0.51 | -1.1 | 3.3 | 2.0 | 3.2 | 6% | 7% | 0.6 | 472
- CCCCOc1ccc(C(=O)N2CCC(C)CC2)cc1
  i | 3 | 1.2% | -0.56 | 1234 | -2.8% | 0.11 | -0.2 | 0.25 | -0.74 | 1.8 | 1.9 | 6.0 | 10% | -1% | -1.5 | 1103
- CC(C)Sc1nnc(Cn2c(=O)sc3ccccc32)n1-c1ccccc1
  i | -3 | 5.2% | -0.35 | 1307 | 2.3% | 0.49 | -0.16 | 0.6 | -0.12 | 3.9 | 1.4 | 3.7 | 13% | 3% | -3.5 | 1253
- CCN(CC)S(=O)(=O)c1cccc(C(=O)N[C@H](C(=O)OCC(=O)Nc2ccccc2)C(C)C)c1
  i | -1 | 0.0% | -0.91 | 854 | 0.2% | 1.5 | 0.27 | 1.2 | -1.2 | 1.0 | 0.9 | 9.0 | 6% | 25% | -2.6 | 1195
- Cc1ccc(CNC(=O)c2cc(COc3c(F)cccc3F)on2)s1
  i | -15 | 0.1% | . | . | 3.7% | -1.4 | -0.17 | -0.99 | 0.17 | 1.2 | 1.9 | 6.2 | 8% | -8% | -0.1 | 963
- O=C(Nc1ccc(S(=O)(=O)Nc2nccs2)cc1)c1cc(-c2ccccc2Cl)nc2ccccc12
  i | 40 | 0.1% | 0.34 | 1533 | -2.2% | 0.9 | -0.18 | 1.2 | -0.62 | 2.3 | 0.9 | 2.0 | 8% | 6% | -1.9 | 1395
- O=C(Cc1ccccc1)NCC(=O)OC(c1ccccc1)c1ccccc1
  i | 14 | 0.1% | -0.81 | 1425 | 6.2% | -1.1 | -0.28 | -0.5 | 0.23 | 1.9 | 1.7 | 6.2 | 0% | 1% | 1.3 | 1093
- CCN(CC)c1ccc(NC(=O)c2ccc(=O)[nH]c2)cc1S(=O)(=O)Nc1ccccc1OC
  i | -3 | 0.3% | 1.2 | 904 | -3.3% | -0.0023 | -0.24 | -0.37 | 0.55 | 28* | 24* | 52* | 5% | 15% | 1.5 | 982
- C=CCn1c(Cc2ccc(OC)cc2)nnc1SCc1nc2ccccc2c(=O)[nH]1
  i | 6 | 0.0%[50 µM] | -0.17 | 1251 | -2.8% | -0.036 | -0.23 | 0.19 | 0.13 | 6.7 | 2.8 | 0.9 | 10% | 23% | . | .
- COCCNC(=O)CN(C(=O)Cn1nnc2ccccc21)c1ccccc1C
  i | 4 | -0.1% | -0.01 | 1526 | 3.5% | -0.56 | -0.31 | -0.14 | 0.45 | 2.2 | 1.8 | 3.9 | 5% | 5% | 1.3 | 1506
- COc1ccc(N2CCN(CC(O)COCc3ccccc3)CC2)cc1 (stereo unspecified)
  i | -7 | 0.7% | . | . | 0.0% | -0.49 | -0.31 | 0.17 | 0.47 | 3.9 | 1.3 | 5.0 | 0% | -5% | -3.0 | 1039
- CC1Cc2ccccc2N1C(=O)CNc1ccccc1N1CCCCC1 (stereo unspecified)
  i | -6 | 2.1% | -0.53 | 1289 | -1.0% | -0.068 | -0.31 | -0.39 | -0.36 | 1.8 | 2.5 | 10 | 1% | 5% | . | .
- Cc1nc(NC(=O)CN2CCOCC2)sc1-c1ccccc1
  i | -42 | 3.5% | 0.12 | 1316 | -1.2% | -1.1 | -0.36 | -0.59 | 1.1 | 3.1 | 2.4 | 1.1 | -10% | 5% | -1.4 | 898
- CC1(c2ccc([N+](=O)[O-])cc2)CC(C)(C)N(C(=O)c2ccccc2)c2ccccc21 (stereo unspecified)
  i | 0 | . | -4 | 867 | -3.9% | 0.46 | -0.28 | -0.06 | -0.33 | 5.4 | 1.8 | 8.6 | 9% | 9% | 0.5 | 1016
- COc1ccccc1N1CCN(Cc2ccc(O)c3ncccc23)CC1
  i | 17 | 3.3% | . | . | 5.8% | 0.87 | -0.26 | 1 | -0.22 | 2.6 | 0.7 | 19 | -11% | 9% | 2.1 | 917
- Cc1ccc(NC(=O)C2CCCN2C(=O)OC(C)(C)C)cc1C (stereo unspecified)
  . | . | 1.3%[50 µM] | 0.39 | 1131 | . | 0.2 | -0.76 | -0.22 | -0.15 | . | . | . | 5% | 10% | 0.5 | 1389
- O=c1c(C(c2nnnn2C2CCCCC2)N2CCCCC2)coc2ccc(Cl)cc12 (stereo unspecified)
  i | -14 | 0.4% | -0.83 | 1161 | 1.2% | -4* | 0.86* | -1.7* | 0.15* | 5.8 | 6.7 | 5.9 | -3% | -5% | 0.1 | 785
- Cc1c(NP(=O)(c2ccc(Br)cc2)c2ccc(Br)cc2)c(=O)n(-c2ccccc2)n1C
  i | 8 | -1.5% | -0.77 | 1447 | -0.2% | -1.3 | -0.21 | -0.81 | 1.2 | 3.6 | 2.1 | 3.7 | 1% | 12% | -1.6 | 1054
- Cn1cccc1C(=O)c1cccc([N+](=O)[O-])c1
  i | 28 | 0.2% | -0.99 | 1255 | 0.4% | 1.7 | -0.32 | 0.58 | -0.88 | 6.0 | 1.3 | 9.2 | 0% | -1% | -0.8 | 1054

Entries of single compounds from above. Values in the order: Autophagy HCS | Autophagy HCS cell loss 18 h | K1F lysis inhibition | Ins promoter up | Ins promoter up cell count | ER stress rescue | Dynein transport | Dynein transport cytoplasmic EGFP | Dynein transport nuclear GR-EGFP | Dynein transport cell count | MT stabilizer | MT stabilizer Hoechst-high % | MT stabilizer cytotoxicity % | M1AAP inhibition | M17LAP inhibition | b-catenin transl | b-catenin transl cell count 5 µM
O=c1c(C(c2nnnn2C2CCCCC2)N2CCCCC2)coc2ccc(Cl)cc12 (stereo unspecified) is listed as i | -14 | 0.4% | -0.83 | 1161 | 1.2% | -4* | 0.86* | -1.7* | 0.15* | 5.8 | 6.7 | 5.9 | -3% | -5% | 0.1 | 785
Cc1ccc(CNC(=O)c2cc(COc3c(F)cccc3F)on2)s1 is listed as i | -15 | 0.1% | . | . | 3.7% | -1.4 | -0.17 | -0.99 | 0.17 | 1.2 | 1.9 | 6.2 | 8% | -8% | -0.1 | 963
